# PAD4 inh: inhibitors of human PAD4; recombinant PAD4, RCA probe fluorescence polarization; inhibition, % at 6.36 µM; 0.41% of 330,000 active; AID 485272;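 active = percent inhibition above a cutoff equal to the mean of all tested compounds plus 3 SD, cut at about 15% in these data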;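 also: 0% = PAD4 with RCA probe and DMSO and 100% = probe without PAD4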
# TPT1 inhibitor: blocks Candida albicans tRNA 2'-phosphotransferase; recombinant caTPT1, FP RNA substrate dephosphorylation; inhibition, % at 5 µM; 0.81% of 300,000 active; AID 1962;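 active = inhibition above the mean of all tested compounds plus 3 SD, set per screening campaign, cut at about 24% in these data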;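 also: plate controls were DMSO alone for no effect and ferristatin control at 100 nM for full effect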
# BCLXL inh: inhibitors of human Bcl-xL; Q07817; GST-Bcl-xL / FITC-Bim BH3 peptide fluorescence polarization; inhibition, % at 10.9 µM; 0.7% of 320,000 active; AID 2129;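 active = inhibition above the mean of all tested compounds plus 3 SD, cutoff set per campaign, cut at about 30% in these data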;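 also: 0% = DMSO wells and 100% = unlabeled Bim-BH3 peptide competitor; inhibitors lower millipolarization by displacing the labeled peptide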
# PME-1 primary: PME-1 (human) inhibition | Q9Y570 | recombinant PME-1, FP-Rh probe fluorescence polarization | inhibition, % at 5.9 µM | 0.53% of 320,000 active | AID 2130;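 active = inhibition above the campaign mean of all compounds plus 3 SD, cut at about 26% in these data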;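 also: competitive labeling of PME-1 active site by serine hydrolase directed probe; 0% = PME-1 with DMSO and 100% = wells lacking PME-1 enzyme; inhibitors block probe labeling so polarization falls and inhibition rises; many of its hits are not listed in these tables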
# Target sequence (Q9Y570 whole entry, looked up): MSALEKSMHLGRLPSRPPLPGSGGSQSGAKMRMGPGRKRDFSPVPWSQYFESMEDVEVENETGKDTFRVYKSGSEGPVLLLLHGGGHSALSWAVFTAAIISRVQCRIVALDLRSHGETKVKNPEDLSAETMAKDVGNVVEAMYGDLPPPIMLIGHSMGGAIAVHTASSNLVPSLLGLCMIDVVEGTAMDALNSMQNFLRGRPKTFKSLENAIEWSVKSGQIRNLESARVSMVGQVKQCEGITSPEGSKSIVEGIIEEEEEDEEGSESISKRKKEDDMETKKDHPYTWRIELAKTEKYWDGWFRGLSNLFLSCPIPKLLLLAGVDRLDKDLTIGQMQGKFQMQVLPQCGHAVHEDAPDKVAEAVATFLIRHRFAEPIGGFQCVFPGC
# MEX-5 binding: C. elegans MEX-5 TCR-2 RNA binding activity; Q9XUB2; activity score (negative = inhibition of binding), % at 10 µM; MEX-5/FITC-TCR2 RNA binding, fluorescence polarization; active compounds read low; 0.38% of 300,000 active;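 active = inhibition past about -25% in most replicates, and total fluorescence under double the plate's negative control median, limit read from the data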;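 also: 0% = DMSO and -100% = 5 µM competing unlabeled TCR2 RNA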
# GLD-1 RNA inh: GLD-1-TGE RNA interaction inhibition (C. elegans). Q17339. purified GLD-1 + fluorescein TGE RNA, fluorescence polarization. inhibition, % at 5.96 µM. 0.44% of 320,000 active. AID 2280;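 active = percent inhibition above a per-plate cutoff, the plate mean of test compounds plus 3 SD, cut at about 30% in these data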;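 also: 0% = DMSO wells with GLD-1 and probe and 100% = wells lacking GLD-1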
# Fam108B counter: counter-screen for RBBP9 inhibitors: inhibitors of mouse Fam108B. recombinant Fam108B, FP-Rh probe fluorescence polarization. inhibition, % at 9.51 µM. 0.33% of 300,000 active. AID 1947;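 active = inhibition above the screen mean inhibition plus 3 SD, computed separately per campaign, cut at about 18% in these data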;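 also: inhibitors lower polarization as less probe binds the enzyme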
# GSTO1 inh: counter-screen for RBBP9 inhibitors: inhibitors of human GSTO1 | recombinant GSTO1, activity-based probe fluorescence polarization | P78417 | AID 1974 | inhibition, % at 5.96 µM | 1.1% of 300,000 active;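 active = inhibition above the campaign mean inhibition plus 3 SD, cut at about 35% in these data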;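 also: 0% = GSTO1-1 with DMSO and 100% = wells lacking GSTO1-1 enzyme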
# Target sequence (P78417 whole entry, looked up): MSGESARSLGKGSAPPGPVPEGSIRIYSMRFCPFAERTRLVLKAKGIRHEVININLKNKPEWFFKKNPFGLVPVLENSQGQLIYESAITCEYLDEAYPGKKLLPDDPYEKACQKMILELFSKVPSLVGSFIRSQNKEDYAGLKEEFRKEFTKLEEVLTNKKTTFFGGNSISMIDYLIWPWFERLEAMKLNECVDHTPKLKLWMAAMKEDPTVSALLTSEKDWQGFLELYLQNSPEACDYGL
# MCL1-BIM inh: disrupts human MCL1 binding to BIM-BH3 peptide; GST-MCL1 / FITC-Bim-BH3 fluorescence polarization; 0.68% of 320,000 active; inhibition, % at 10.9 µM; Q07820;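 active = inhibition above the mean inhibition of all tested compounds plus 3 SD, set per campaign, cut at about 40% in these data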;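 also: 0% = DMSO wells and 100% = unlabeled Bim-BH3 peptide control; higher means more loss of mP so more displacement of Bim peptide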
# Target sequence (Q07820 whole entry, looked up): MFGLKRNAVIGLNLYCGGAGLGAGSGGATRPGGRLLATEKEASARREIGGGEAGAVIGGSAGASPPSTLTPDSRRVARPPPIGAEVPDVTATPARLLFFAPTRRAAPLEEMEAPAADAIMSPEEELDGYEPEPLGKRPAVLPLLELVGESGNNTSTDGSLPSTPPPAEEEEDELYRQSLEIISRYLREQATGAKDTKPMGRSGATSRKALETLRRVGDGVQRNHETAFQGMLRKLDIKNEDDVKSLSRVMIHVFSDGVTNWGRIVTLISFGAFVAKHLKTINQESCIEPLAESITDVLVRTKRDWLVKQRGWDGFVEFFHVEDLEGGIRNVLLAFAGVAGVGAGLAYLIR
# Numbers without * were called inactive; . = not tested or not shown.
SMILES,PAD4 inh,TPT1 inhibitor,BCLXL inh,PME-1 primary,MEX-5 binding,GLD-1 RNA inh,Fam108B counter,GSTO1 inh,MCL1-BIM inh
CCOC(=O)c1cn(Cc2ccccc2)c(C(=O)OC(C)(C)C)c1O,3,-1,-2,1,2.7,5,-1,4,4
O=C(O)c1ccc2c(c1)C(=O)N(c1nccs1)C2=O,1,2,6,2,2.1,4,-4,-1,1
CCN1CCSc2ccc(C(=O)Nc3ccc(NC(C)=O)cc3)cc21,-4,-1,2,5,1.3,-3,3,2,6
COc1cccc(C(=O)COC(=O)C(C)N2C(=O)C3C4C=CC(C4)C3C2=O)c1 (configuration not stated),0,-4,-1,1,0.6,5,7,-5,-1
Cc1nnc(SCC(=O)N2CCCCCC2)n(N)c1=O,3,3,-1,-8,.,0,-3,-5,2
CC(C)C[C@H](NC(=O)c1nc[nH]c1C(=O)NCc1ccccc1)C(=O)OCc1ccccc1,5,-1,1,0,0.8,4,-9,-2,6
O=C(Nc1ccc(N2CCCC2)c(Cl)c1)c1ccccc1[N+](=O)[O-],-5,2,1,4,0.0,-7,1,-3,1
O=[N+]([O-])c1cnc2ccccc2c1,-2,0,7,-2,-0.3,8,-6,6,3
Cc1ccc(C2=NN(C(=O)CCC(=O)O)C(c3cn(-c4ccccc4)nc3-c3ccc(C)cc3)C2)cc1 (configuration not stated),3,-3,7,-2,-0.2,2,-4,-7,5
O=C(CN1CCCCCC1)NCc1ccccc1,-5,0,7,0,-4.4,1,-2,8,6
Cn1c(C(=O)N[C@@H](C(=O)O)c2ccccc2)cc2cc(F)ccc21,-1,1,2,3,1.6,2,1,-1,3
Cc1[nH]c2ccccc2c1/C=N/Nc1ccc([N+](=O)[O-])cc1,-22,95*,-12,0,4.6,-30,17,-36,-61
Nn1c(SCc2ccccc2)nnc1-c1ccccn1,-4,2,-1,-1,0.9,6,-1,5,-1
COc1ccc(-n2nnnc2SCC(=O)Nc2cccc(NC(C)=O)c2)cc1OC,-1,2,2,-1,-1.4,-3,-4,0,-2
COc1ccccc1NC(=O)N1CCC(c2nc3ccccc3o2)CC1,4,0,2,5,1.0,-8,1,2,3
CCNc1nc(Oc2ccc(C(=O)OCC)cc2)nc(N2CCOCC2)n1,0,-3,6,1,0.3,8,-2,6,4
COc1ccc(CN2CCNC(=O)C2CC(=O)NCc2ccc(C)s2)c(OC)c1 (configuration not stated),1,-3,9,-4,2.7,-1,1,0,6
COc1ccc(/C=C/C(=O)NCC2COc3ccccc3O2)cc1OC (configuration not stated),1,-1,1,-2,-1.4,5,5,-3,-4
CCCCCc1ccc(CC(=O)Nn2c(C)nc3ccccc3c2=O)cc1,-4,-3,0,1,1.3,3,9,2,4
O=C(c1ccc([N+](=O)[O-])cc1)N1CCN(c2ncccn2)CC1,4,-3,3,5,-0.5,0,-1,3,3
CCC(=O)NC(c1cccc([N+](=O)[O-])c1)c1c(O)ccc2ccccc12 (configuration not stated),-6,-1,3,12,1.8,0,-3,0,-5
Cc1ccc(C(C)C)c(Oc2cnccn2)c1,3,2,1,-2,0.6,5,2,-2,1
CN=C(Nc1ccc(Cl)cc1)c1cccc(C(F)(F)F)c1,-3,3,0,3,0.5,0,-1,-2,2
CCC1CCCCN1C(=O)COc1ccc(S(=O)(=O)N2CCOCC2)cc1Cl (configuration not stated),2,.,-3,0,.,-4,.,.,-9
CCCCC(=O)OCC(=O)Nc1ccc(OC(F)F)cc1,-4,1,-9,-4,1.1,-2,-4,-13,-11

# The list continues:
SMILES,PAD4 inh,TPT1 inhibitor,BCLXL inh,PME-1 primary,MEX-5 binding,GLD-1 RNA inh,Fam108B counter,GSTO1 inh,MCL1-BIM inh
COc1nc(-c2cnccn2)sc1C,-6,0,7,2,0.6,7,2,5,9
Cc1sc2nc(SCC(=O)c3cccs3)n(Cc3ccco3)c(=O)c2c1C,-5,-3,4,2,0.3,6,-5,-3,1
CCn1cc(C(=O)N2CCN(c3ccc(C(C)=O)cc3)CC2)c2cc(OC)c(OC)cc2c1=O,-1,2,1,9,-2.0,2,1,-2,-2
COc1ccc(C(C)(C)C)cc1S(=O)(=O)N1CCN(C)CC1,0,-4,7,2,-3.9,3,3,1,10
Cn1c(=O)c2c(nc(CN3CCN(c4ccccc4F)CC3)n2CCN2CCOCC2)n(C)c1=O,0,-1,4,2,1.3,1,0,1,0
O=C(COC(=O)CCS(=O)(=O)c1ccc(Cl)cc1)Nc1ncc(Cl)cc1Cl,-4,3,4,-3,0.7,-8,-6,6,-3
CC1=NN(C(=O)c2ccc(C)o2)C(O)(c2ccccc2)C1 (configuration not stated),5,-4,4,-2,.,3,1,13,-1
COc1c(C)cc(S(=O)(=O)N2CCCC2)c(C)c1C,-2,0,-1,5,2.1,2,-1,3,2
Cc1[nH]c2ccccc2c1C(=O)CN1CCCCC1CCO (configuration not stated),-4,4,1,-5,-1.5,3,1,-5,-9
Cn1ccnc1COc1ccc(C=O)cc1,4,0,2,-5,-1.8,3,0,4,7
CCOC(=O)C1CCN(CC(=O)Nc2c(C(=O)OC)[nH]c3cccc(Cl)c23)CC1,-1,3,-4,4,0.0,4,-4,-4,-3
Cc1c(N=C2SCC(=O)N2c2c(C)n(C)n(-c3ccccc3)c2=O)c(=O)n(-c2ccccc2)n1C,0,1,2,-2,0.0,6,-2,-2,1
CCOC(=O)c1ccc(S(=O)(=O)NCCN(CC)CC)cc1,-3,-1,1,-4,0.8,1,-5,-2,-1
NC(=O)C1CN(C(=O)c2cccc(S(=O)(=O)N3CCc4ccccc43)c2)c2ccccc2O1 (configuration not stated),-1,.,-6,-4,.,6,.,.,-12
O=C(COC(=O)c1ccccc1Cl)NCCC1=CCCCC1,3,1,0,-1,-0.9,1,0,1,-8
CCOC(=O)c1cc(C(O)(C(F)(F)F)C(F)(F)F)c(/N=C/N(C)C)o1,-5,2,1,-7,1.1,-1,2,9,3
CCN(Cc1cc2ccccc2[nH]c1=O)C(=O)C(C)C,4,-4,3,-8,-0.4,3,3,-4,0
O=C(O)C1CC(=O)N(Cc2ccc(F)cc2)C1 (configuration not stated),4,-2,3,4,.,-2,2,2,2
Cc1cccc(C)c1NC(=O)CSc1nnc(NC(=O)c2ccccc2C(=O)O)s1,-1,2,-8,1,-1.2,-7,3,7,-24
CCC(C)(C)n1nnnc1CN1CCN(c2nc3ccc(C)cc3cc2C#N)CC1,0,0,9,4,0.7,-2,-5,-4,13
COc1ccc(CCNC(=O)COc2ccc([N+](=O)[O-])cc2)cc1,0,3,1,-3,-1.2,-5,-3,2,-6
CC(=O)N1C=CN(C(C)=O)C(c2cn(C)c3ccccc23)C1c1cn(C)c2ccccc12 (configuration not stated),-6,1,3,-1,.,2,4,-4,-4
COCC1CCCCN1C(=O)c1ccc2oc(CCc3ccccc3)nc2c1 (configuration not stated),-6,2,-3,9,-0.7,3,2,3,2
CC(NC(=O)COC(=O)c1cc([N+](=O)[O-])ccc1N1CCOCC1)c1ccc(F)cc1 (configuration not stated),-1,0,3,1,-1.9,8,0,5,-1
Cc1cccc(/C=C/c2onc(C)c2S(=O)(=O)N2CCC(C(=O)NC(C)C)CC2)c1,12,-1,5,5,-1.5,6,-2,2,2

# (continued)
SMILES,PAD4 inh,TPT1 inhibitor,BCLXL inh,PME-1 primary,MEX-5 binding,GLD-1 RNA inh,Fam108B counter,GSTO1 inh,MCL1-BIM inh
C[C@@]12CCC=C[C@H]1[C@H](c1ccc(F)c(/C=C/c3ccccc3)c1)N(Cc1ccccc1)C2=O,-3,0,0,-4,-0.2,5,-2,-8,3
c1ccc(CN2CCN(Cc3cn4cccnc4n3)CC2)cc1,-1,-6,3,-2,-2.0,1,-4,2,0
COc1ccc(C(C)NC(=O)c2ccccc2Br)cc1OC (configuration not stated),-1,-3,1,-4,0.4,4,-1,0,8
COc1ccc2c(C)c(CC(=O)N3CCN(C(=O)C4COc5ccccc5O4)CC3)c(=O)oc2c1 (configuration not stated),-2,-1,2,4,2.9,-4,0,2,5
CSc1ccc(Cl)c(C(=O)OCC(=O)N2CCOCC2)c1,1,-2,0,0,-1.4,11,0,-3,0
O=C(CN1C(=O)NC2(CCCC2)C1=O)Nc1ccc(Cl)c(C(F)(F)F)c1,1,-1,0,-3,1.6,7,-2,-4,1
CC(C)C[C@H](NC(=O)c1[nH]cnc1C(=O)N[C@@H](C)C(=O)OC(C)(C)C)C(=O)OC(C)(C)C,9,-6,3,3,1.6,11,-1,8,12
COc1ccc(/C(N)=N/OC(=O)CC2CCCCC2)cc1OC,1,-3,0,4,-0.3,4,1,3,10
Cc1csc(SCC(=O)NCc2cccc(Cl)c2)n1,-6,-6,4,-1,0.4,0,2,9,6
O=C1C=C(O)c2c(O)cccc2C1=O,2,-3,9,7,.,2,6,38*,16
Cc1cccc(-c2noc(-c3ccccc3C(=O)NCC3CCCO3)n2)c1 (configuration not stated),-4,0,-3,-2,4.2,4,0,4,-2
CCN(CC)CCCN1C(=O)C(=O)/C(=C(/O)c2cc(C)ccc2C)C1c1cccnc1 (configuration not stated),-1,-6,3,-1,1.7,9,0,-1,1
COc1ccccc1CCN1CCCC(CN(C)CC(C)(C)CO)C1 (configuration not stated),-4,4,2,-7,-0.9,-6,-5,2,4
CCCCCCCOc1ccc(C2(C)NC(=O)NC2=O)cc1 (configuration not stated),-1,-4,1,4,-1.7,3,-1,3,6
COCCN1CCN(Cc2cn(C)nc2-c2ccc(Oc3ccccc3)cc2)CC1,-4,1,5,3,0.4,-2,5,-1,3
O=C(CCN1C(=O)/C(=C\c2ccccc2)SC1=S)Nc1ccc(C(=O)O)cc1,-4,2,14,3,1.6,5,-9,6,14
COc1ccc(C(=O)n2nc(C)cc2Nc2ccccc2)cc1,-2,0,1,5,0.4,1,1,-2,4
COc1cc(/C=N/N2CCN(C3c4ccccc4-c4ccccc43)CC2)ccc1O,-5,-2,8,0,-1.9,1,2,7,12
Cc1ccccc1NS(=O)(=O)c1cc(C(=O)NCCSC2CCCCC2)ccc1C,-8,0,4,-16,6.3,6,-11,0,0
O=C(CN1CCN(c2ccc(F)cc2)CC1)c1ccc(O)cc1O,-1,-17,3,5,-3.7,5,-2,-2,3
Cc1ccc(NC(=O)CNC(=O)c2ccc(Oc3ccccc3)cc2)nc1,1,-2,8,-1,-1.0,1,4,21,7
COc1cc(CNc2ccc3[nH]c(=O)[nH]c3c2)ccc1OCc1ccc(Cl)cc1,-4,0,4,1,2.6,-9,-4,-8,7
Cc1cc(NC(=O)CSc2nnc(-c3ccncc3)n2-c2ccccc2)no1,-1,-2,-28,-3,-3.9,4,1,23,-11
COc1ccc(-c2cc(C(F)F)n3ncc(C(=O)N4CCc5ccccc54)c3n2)cc1,-4,-3,0,-2,0.8,-3,-2,-1,-8
O=C(NCC1CCCO1)c1ccc(Cl)c(F)c1F (configuration not stated),8,0,3,2,1.5,4,0,3,0
O=C(CCN1C(=O)c2ccccc2C1=O)Nc1ccccc1C(=O)N1CCOCC1,4,0,0,5,-2.8,-4,1,-4,5

# Ordered by value in GLD-1 RNA inh (ascending): 3 from the list above
Structure	GLD-1 RNA inh
COc1cc(/C=N/N2CCN(C3c4ccccc4-c4ccccc43)CC2)ccc1O	1
O=C(NCC1CCCO1)c1ccc(Cl)c(F)c1F (configuration not stated)	4
O=C(CN1CCN(c2ccc(F)cc2)CC1)c1ccc(O)cc1O	5

# Assay outcomes (PubChem BioAssay)

# A portion of the library; rates above refer to the full screens.
